Source: PubChem (several laboratories)
TRPM1 prom inh: MITF TRPM1 promoter inhibition in SK-MEL-5 cells; SK-MEL-5 TRPM1 promoter luciferase, 24 h; inhibition, % at 12.5 µM; 330,000 compounds, 0.83% hits; AID 488899;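 active = mean inhibition across replicates of 60% or more, whatever share of single replicates reaches that level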; note: values of inactives mirror those of a sister screen read the other way
NR2E3 ag: activates human photoreceptor nuclear receptor NR2E3 | GST-NR2E3/biotin-RetCOR TR-FRET, 1536-well | inhibition of corepressor binding, % at 4.78 µM | AID 2300 | Q9Y5X4 | 320,000 compounds, 0.12% hits;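 active = percent inhibition above the cutoff of mean plus 3 SD of all tested compounds, set per screening campaign, cut at about 20% in these data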;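 note: 0% = DMSO wells and 100% = biotin wells as full block of FRET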
Target sequence (Q9Y5X4 whole entry, looked up): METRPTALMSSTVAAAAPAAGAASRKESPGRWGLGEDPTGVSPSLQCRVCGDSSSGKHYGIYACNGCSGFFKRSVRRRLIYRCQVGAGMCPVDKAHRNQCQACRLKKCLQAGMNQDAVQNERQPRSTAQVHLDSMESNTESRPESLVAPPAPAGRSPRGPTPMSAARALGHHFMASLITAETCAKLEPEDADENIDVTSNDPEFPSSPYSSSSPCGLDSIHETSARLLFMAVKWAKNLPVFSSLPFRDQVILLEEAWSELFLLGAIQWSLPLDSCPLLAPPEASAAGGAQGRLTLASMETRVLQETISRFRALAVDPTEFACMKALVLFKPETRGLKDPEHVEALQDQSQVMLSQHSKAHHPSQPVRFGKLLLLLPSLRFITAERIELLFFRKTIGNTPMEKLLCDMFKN
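Test system – NR2E3–RetCOR corepressor complex · Quantity – NR2E3 fusion 1.35 nM · Buffer or medium – Tris pH 7.5 · Incubation – Compound–protein incubation for 5 h at 4 °C · Technique – TR-FRET, Eu(K)-anti-GST donor, streptavidin-D2 acceptor, ex 340, em 617/671 nm · Evaluation – percent inhibition of 671/617 nm emission ratio versus biotin and DMSO controls · Plate – 1536-well format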
aDG glyco act: alpha-DG glycosylation activation; Pro5-aDG cells, alpha-DG glycosylation AlphaScreen (IIH6); 0% Pro5, 100% B10-LARGE cell signal; activation, % at 10 µM; 360,000 compounds, 0.22% hits; AID 624168;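 active = activation of at least 8% versus controls, or a plate z-score of at least 8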;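 note: Pro5 are CHO cells carrying HIG-tagged alpha-DG that lacks glycosylation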
HIF-2a inh: inhibitors of HIF-2a; 786-0 RCC cells HIF-2a reporter, luciferase luminescence, overnight; inhibition, % at 18.8 µM; 360,000 compounds, 0.72% hits;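 active = inhibition of the luminescence signal of 40% or more relative to plate controls, in a single-dose primary screen at 18.75 µM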
Shn3 inh set2: inhibitors of Schnurri-3 3'UTR reporter in osteoblasts. Clone20 osteoblast Shn3 3'UTR firefly luciferase, 24 h. inhibition, % at 12.5 µM. 360,000 compounds, 0.52% hits. AID 588674;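 active = mean inhibition of at least 75% with every replicate also reaching 75%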;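 note: 0% = median of neutral control wells and 100% = pilot-screen positive control compound; some compounds past the cut are filed as inactive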
Starred values were filed as active, the others as inactive. Only part of the results is shown (hit frequency here may not be typical).

`CCOCCn1c(=O)c2c(nc3n2CCN3c2ccc(C)cc2)n(C)c1=O` gave TRPM1 prom inh -2, NR2E3 ag 2 and Shn3 inh set2 -15.
`C#CCOCCOCCOCCNc1nc(N2CCN(C(=O)[C@H](CCC(=O)O)n3cc(C(N)CC(C)C)nn3)CC2)nc(N2CCN(C(=O)[C@H](Cc3cc4ccccc4[nH]3)n3cc(C(N)[C@H](C)CC)nn3)CC2)n1` (stereo partly specified) gave TRPM1 prom inh 5, NR2E3 ag -3 and Shn3 inh set2 -4.
Screening CCN1C(=NCc2ccc(OC)cc2)N[C@@H](CCc2ccccc2)[C@H](C(=O)NCc2ccc(OC)cc2)[C@H]1C returned TRPM1 prom inh 5, NR2E3 ag 2 and Shn3 inh set2 53.
`C#CCOCCOCCOCCNc1nc(N2CCN(C(=O)[C@H]([C@@H](C)CC)n3cc([C@@H](N)CC(C)C)nn3)CC2)nc(N2CCN(C(=O)[C@H](CCCCN)n3cc([C@@H](N)CC(C)C)nn3)CC2)n1` gave TRPM1 prom inh 0, NR2E3 ag 1 and Shn3 inh set2 -10.
COC(=O)C[C@@H]1C=C[C@@H](NC(=O)CN(C)C)[C@@H](CO)O1 was read as aDG glyco act -0.2 and HIF-2a inh 6.
CC(C)NC(=O)C1(C)CN(S(C)(=O)=O)CC(=O)N1CC(F)(F)F (stereo unspecified) was read as aDG glyco act 0.1 and HIF-2a inh -5.
For CCCCNC(=O)c1nc(-c2cccs2)oc1-c1ccc(Cl)cc1 the results were aDG glyco act 0.1 and HIF-2a inh -33.
Screening COC(=O)[C@@]12C[C@@H](CC(=O)NCCC(C)C)C(=O)N(Cc3cccc4ccccc34)C1=CCC(C)(C)C2 returned aDG glyco act 0.2 and HIF-2a inh -42.
For O=C(Nc1ccc2c(c1)OCCO2)C(c1ccccc1F)n1c(=O)c(-c2cc3ccccc3[nH]2)nc2ccccc21 (stereo unspecified) the results were aDG glyco act 1.1 and HIF-2a inh -34.
Screening CC(C)OC(=O)CC(=O)CC(O)c1cccc([N+](=O)[O-])c1 (stereo unspecified) returned aDG glyco act 0.1 and HIF-2a inh -5.
COCC(=O)N[C@H]1C=C[C@@H](CC(=O)NCc2ccccc2OC)O[C@@H]1CO was read as aDG glyco act -0.3 and HIF-2a inh 8.
For Cc1cccc(C)c1NC(=O)C(c1ccc(C#N)cc1)n1c(=O)c(-c2cc3ccccc3[nH]2)nc2ccccc21 (stereo unspecified) the results were aDG glyco act 2.0 and HIF-2a inh -32.
CCCCNC(=O)c1nc(-c2cnc(C)cn2)oc1-c1ccc(Cl)cc1 was read as aDG glyco act -0.3 and HIF-2a inh -27.
Screening Cc1cc(N2CCN(C(C(=O)NC3CCCC3)C(C)C)CC2)c2ccccc2n1 (stereo unspecified) returned aDG glyco act 0.1 and HIF-2a inh 7.
Screening O=C(NC1CCCCC1)C(c1ccccc1)n1c(=O)c(-c2cc3ccccc3[nH]2)nc2ccccc21 (stereo unspecified) returned aDG glyco act 1.4 and HIF-2a inh -9.
Screening COC(=O)[C@@]12C[C@@H](CC(=O)N3CCSCC3)C(=O)N(Cc3ccccc3)C1=CCC(C)(C)C2 returned aDG glyco act 0.0 and HIF-2a inh 2.
CCc1ccc(C2CC3C(CN2S(=O)(=O)c2ccc(C)cc2)[C@@H](O)C[C@@H](c2ccc(CC)cc2)N3S(=O)(=O)c2ccc(C)cc2)cc1 (stereo partly specified) was read as aDG glyco act 0.1 and HIF-2a inh -3.
Screening CCOC(=O)N1CCN(C(=O)C[C@@H]2C[C@@]3(C(=O)OCC)CCCC=C3N(CCC3=CCCCC3)C2=O)CC1 returned aDG glyco act 0.2 and HIF-2a inh 1.
C#CCNC(=O)C[C@@H]1C[C@@]2(C(=O)OCC)CCCC=C2N(Cc2ccccc2)C1=O was read as aDG glyco act 0.0 and HIF-2a inh -8.
For CCC(c1nc2ccccc2[nH]1)n1c(-c2cnccn2)nc2ccccc21 (stereo unspecified) the results were aDG glyco act -0.2 and HIF-2a inh 5.
Screening CO[C@@H]1CN(C)C(=O)c2cc(NC(=O)Nc3ccc4c(c3)OCO4)ccc2OC[C@@H](C)N(C)C[C@H]1C returned aDG glyco act 0.0 and HIF-2a inh -13.
`Cc1cccc(C)c1NC(=O)C1(C)CN(S(C)(=O)=O)CC(=O)N1CC(F)(F)F` (stereo unspecified) gave aDG glyco act 0.0 and HIF-2a inh -1.
CSCCC(C(=O)NC1CCCC1)n1c(-c2ccccn2)nc2ccccc21 (stereo unspecified) was read as aDG glyco act 1.1 and HIF-2a inh -14.
For CC1(C(=O)NCc2ccccc2)CSCC(=O)N1C1CCN(Cc2ccccc2)CC1 (stereo unspecified) the results were aDG glyco act 0.9 and HIF-2a inh -7.
`O=C1Nc2ccccc2-n2nnnc2C1N1CCN(c2ccc(C(F)(F)F)cn2)CC1` (stereo unspecified) gave aDG glyco act 0.0 and HIF-2a inh 18.
Screening CCOC(=O)C1=CCN(S(=O)(=O)c2ccc(F)cc2)C1c1ccc(Cl)c(Cl)c1 (stereo unspecified) returned aDG glyco act 0.1 and HIF-2a inh 8.
For Cc1ccc(S(=O)(=O)/C=C2\OCc3ccccc32)cc1 the results were aDG glyco act -0.2 and HIF-2a inh 6.
Screening CCOc1ccccc1CN1[C@@H](c2ccc(OC)cc2)CC(C(=O)OC)(C(=O)OC)[C@H]1c1ccccc1 returned aDG glyco act 0.1 and HIF-2a inh -14.
Screening COC(=O)C1=CN(c2ccc(N3CCOCC3)cc2)C(N)=C(C#N)C1c1ccccc1 (stereo unspecified) returned aDG glyco act 0.0 and HIF-2a inh 0.
For COc1ccc(CCN2C(=O)CSCC2(C)C(=O)Nc2ccc3c(c2)OCCO3)cc1OC (stereo unspecified) the results were aDG glyco act -0.3 and HIF-2a inh -16.

Molecules above that have a cyano group, in the order listed:
For Cc1cccc(C)c1NC(=O)C(c1ccc(C#N)cc1)n1c(=O)c(-c2cc3ccccc3[nH]2)nc2ccccc21 (stereo unspecified) the results were aDG glyco act 2.0 and HIF-2a inh -32.
Screening COC(=O)C1=CN(c2ccc(N3CCOCC3)cc2)C(N)=C(C#N)C1c1ccccc1 (stereo unspecified) returned aDG glyco act 0.0 and HIF-2a inh 0.

Continued:
For Cc1cccc(C)c1NC(=O)C(c1ccc(C#N)cc1)n1c(=O)c(-c2ccccc2)nc2ccccc21 (stereo unspecified) the results were aDG glyco act -0.2 and HIF-2a inh -2.
`COC(=O)[C@]12CCCCC=C1N(CCc1ccc(OC)c(OC)c1)C(=O)[C@H](CC(=O)NCc1ccc(C)o1)C2` gave aDG glyco act 0.3 and HIF-2a inh 7.
Screening O=C(NC1CCCCC1)C(c1ccncc1)n1c(=O)c(-c2cc3ccccc3[nH]2)nc2ccccc21 (stereo unspecified) returned aDG glyco act 0.7 and HIF-2a inh -76.
`CCOC(=O)CC1(C)Oc2ccccc2N1S(=O)(=O)c1ccc(C)cc1` (stereo unspecified) gave aDG glyco act 1.2 and HIF-2a inh 6.
`CCCc1nc2ccccc2n1C(CC)C(=O)NC(C)(C)C` (stereo unspecified) gave aDG glyco act -0.2 and HIF-2a inh -2.
`CCOC(=O)C[C@@H]1OC[C@H](CO)N1S(=O)(=O)c1ccc(C)cc1` gave aDG glyco act 0.0 and HIF-2a inh 5.
Screening COc1ccc(C2=Nc3ccccc3N(C(=O)c3cccnc3)C2C(=O)NC2CCCC2)cc1 (stereo unspecified) returned aDG glyco act 0.1 and HIF-2a inh -38.
`Cc1cccc(C)c1NC(=O)C1(C)CSCC(=O)N1Cc1ccco1` (stereo unspecified) gave aDG glyco act 0.3 and HIF-2a inh 16.
Screening CCc1ccc(N2C=C(C(=O)OC)C(c3ccccc3F)C(C#N)=C2N)cc1 (stereo unspecified) returned aDG glyco act 0.6 and HIF-2a inh -10.
For Cc1ccc(S(=O)(=O)N2C3CCCCC3O[C@H]2CC(=O)c2cccs2)cc1 (stereo partly specified) the results were aDG glyco act 0.0 and HIF-2a inh -9.
Screening COc1ccc(C(C(=O)NC2CCCCC2)n2c(=O)c(-c3ccco3)nc3ccccc32)cc1 (stereo unspecified) returned aDG glyco act -0.2 and HIF-2a inh 11.
`CCC(=O)Nc1ccc2c(c1)OC[C@@H](C)N(C(=O)c1ccccn1)C[C@@H](C)[C@@H](OC)CN(C)C2=O` gave aDG glyco act 0.0 and HIF-2a inh 6.
Screening O=C(NC1CCCCC1)C(C1CC1)n1c(=O)c(-c2ccco2)nc2ccccc21 (stereo unspecified) returned aDG glyco act -0.4 and HIF-2a inh 11.
COC(=O)[C@@]12C[C@@H](CC(=O)N3CCSCC3)C(=O)N(Cc3ccco3)C1=CCC(C)(C)C2 was read as aDG glyco act -0.1 and HIF-2a inh -14.
`Nc1sccc1C(=O)NC1CC1` gave aDG glyco act 0.0 and HIF-2a inh 6.

Reprinted from above (4 entries):
`CCOCCn1c(=O)c2c(nc3n2CCN3c2ccc(C)cc2)n(C)c1=O` gave TRPM1 prom inh -2, NR2E3 ag 2 and Shn3 inh set2 -15.
`C#CCOCCOCCOCCNc1nc(N2CCN(C(=O)[C@H](CCC(=O)O)n3cc(C(N)CC(C)C)nn3)CC2)nc(N2CCN(C(=O)[C@H](Cc3cc4ccccc4[nH]3)n3cc(C(N)[C@H](C)CC)nn3)CC2)n1` (stereo partly specified) gave TRPM1 prom inh 5, NR2E3 ag -3 and Shn3 inh set2 -4.
Screening CCN1C(=NCc2ccc(OC)cc2)N[C@@H](CCc2ccccc2)[C@H](C(=O)NCc2ccc(OC)cc2)[C@H]1C returned TRPM1 prom inh 5, NR2E3 ag 2 and Shn3 inh set2 53.
`C#CCOCCOCCOCCNc1nc(N2CCN(C(=O)[C@H]([C@@H](C)CC)n3cc([C@@H](N)CC(C)C)nn3)CC2)nc(N2CCN(C(=O)[C@H](CCCCN)n3cc([C@@H](N)CC(C)C)nn3)CC2)n1` gave TRPM1 prom inh 0, NR2E3 ag 1 and Shn3 inh set2 -10.

Other entries:
CCC(C(=O)NCc1ccccc1)n1c(C2CCN(C(C)=O)CC2)nc2ccccc21 (stereo unspecified) was read as aDG glyco act 0.0 and HIF-2a inh -14.
`CC(C)[C@H](NC(=O)OC(C)(C)C)c1cc(C(=O)N[C@@H](C)c2ccccc2)c(N)s1` gave aDG glyco act -0.2 and HIF-2a inh -6.
CC(C)(C)NC(=O)C(c1ccncc1)n1c(-c2ccc(C(F)(F)F)cc2)nc2ccccc21 (stereo unspecified) was read as aDG glyco act 0.2 and HIF-2a inh -211.
Screening CC(C)(C)OC(=O)C(Oc1ccccc1[N+](=O)[O-])C(=O)OC(C)(C)C returned aDG glyco act 0.0 and HIF-2a inh 6.
Screening O=C(C(=O)N1CCN(C(=O)c2ccco2)CC1)c1cc2ccccc2o1 returned aDG glyco act 0.3 and HIF-2a inh 0.
`Cc1cccc(C)c1NC(=O)C(c1ccncc1)N1CCN(C)CC1` (stereo unspecified) gave aDG glyco act 9.8* and HIF-2a inh 13.
For COC(=O)[C@]12CCCCC=C1N(Cc1ccc3c(c1)OCO3)C(=O)[C@H](CC(=O)N1CCC(c3ccccc3)CC1)C2 the results were aDG glyco act -0.2 and HIF-2a inh 8.
`CC(C)NC(=O)C1(C)CSCC(=O)N1C1CCN(Cc2ccccc2)CC1` (stereo unspecified) gave aDG glyco act 0.2 and HIF-2a inh -2.
Cc1ccc(S(=O)(=O)Nc2ccccc2[N+](=O)[O-])cc1 was read as aDG glyco act -0.3 and HIF-2a inh 7.
CC(C)OC(=O)/C=C1\C[C@@H](c2ccccc2C(F)(F)F)O[C@@H](c2ccccc2C(F)(F)F)O1 was read as aDG glyco act -0.1 and HIF-2a inh 4.
For O=C(Nc1ccc(F)cc1)C(c1cccc(F)c1)N1CCN(CC(=O)N2CCCC2)CC1 (stereo unspecified) the results were aDG glyco act 0.2 and HIF-2a inh 8.
For O=C(N[C@H]1CC[C@H](CCNC(=O)C2CC2)O[C@@H]1CO)c1ccccn1 the results were aDG glyco act 0.0 and HIF-2a inh -4.
Screening O=C(NC1CCCCC1)C(c1cccc2ccccc12)n1c(=O)c(-c2ccco2)nc2ccccc21 (stereo unspecified) returned aDG glyco act 0.5 and HIF-2a inh 18.
For Cc1ccc(S(=O)(=O)N[C@H](CO)C(C)C)cc1 the results were aDG glyco act 0.1 and HIF-2a inh 7.
Screening O=C(C[C@H]1CC[C@H](NC(=O)C2CCOCC2)[C@@H](CO)O1)NCc1ccncc1 returned aDG glyco act 0.1 and HIF-2a inh 0.
O=C(NC1CCCCC1)C(c1cc2ccccc2o1)n1c(=O)c(-c2ccco2)nc2ccccc21 (stereo unspecified) was read as aDG glyco act 0.1 and HIF-2a inh -40.
Screening O=C(C[C@@H]1CC[C@@H]2[C@H](COC[C@@H](O)CN2Cc2cc(F)ccc2F)O1)NCc1ccc(F)cc1 returned aDG glyco act 0.3 and HIF-2a inh 13.
